# KKLEB tox – cytotoxicity in KKLEB CF airway cells, primary screen, cytotoxicity control for CF NF-kB inhibitor project, cell-based, uHTS, fluorescence assay plates. AID 602141, 2011. KKLEB CF airway cells viability, ATPlite luminescence, overnight; hits give low values; cells stimulated with P. aeruginosa culture filtrate. 0.36% of 360,000 active. activity change (cytotoxicity), % at 5 µM;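 active = corrected activity change at or below -50% at 5 µM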
# HIF-2a block – HIF-2a reporter inhibitors, primary screen, luminescence, 786-0 RCC cells; inhibition, % at 18.8 µM; 786-0 RCC cells HIF-2a reporter, luciferase luminescence, overnight; 0.72% of 360,000 active;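 active = inhibition of the luminescence signal of 40% or more relative to plate controls, in a single-dose primary screen at 18.75 µM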
# Vif imaging – HIV Vif self-association inhibitors, primary screen, imaging, HEK293T, single point; HEK293T cells, Vif self-association by quenched fluorescence, 24 h; inhibition, % at 7.49 µM; 0.35% of 340,000 active; in the data active = inhibition above about 50%, passing the limit was not always enough; also: some results filed as inactive read as strong as hits
# Shn3 inh set2 – reduction of Shn3 3'UTR firefly luciferase signal, primary screen, Schnurri-3 inhibitor project, cell-based, Clone20 osteoblasts, set 2. Clone20 osteoblast Shn3 3'UTR firefly luciferase, 24 h. inhibition, % at 12.5 µM. AID 588674, 2011. 0.52% of 360,000 active;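 active = mean inhibition of at least 75% with every replicate also reaching 75%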;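 also: 0% = median of neutral control wells and 100% = pilot-screen positive control compound; some compounds past the cut are filed as inactive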
# TRPM1 prom inh – inhibitors of MITF-dependent TRPM1 promoter reporter, primary screen, cell-based, SK-MEL-5, single point, luciferase; 0.83% of 330,000 active; inhibition, % at 12.5 µM; SK-MEL-5 TRPM1 promoter luciferase, 24 h;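 active = mean inhibition across replicates of 60% or more, whatever share of single replicates reaches that level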; also: values of inactives mirror those of a sister screen read the other way
# CaV13 ICDI inh – Primary screen for inhibitors of IQ motif and Ca2+-dependent inactivation inhibitor domain binding in CACNA1D, Förster resonance energy transfer in living cells, … | 0.098% of 340,000 active | HEK cells, CFP/YFP FRET ICDI-IQ, plate reader, 10 min; percent FRET-ratio fall versus neutral wells | inhibition, % at 12.3 µM;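 active = mean replicate inhibition of at least 30% and at least 1% of replicates passing that level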;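 also: 0% = median of the neutral control wells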
# PDI inh – inhibitors of human PDI, primary screen, biochemical, turbidity, single point, plate reader. AID 588391, 2011. 0.052% of 350,000 active. inhibition, % at 10 µM. Protein disulfide-isomerase (Homo sapiens), P07237. PDI insulin aggregation turbidity, A650, 90 min;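 active = mean inhibition across replicates of 30% or more, whatever share of single replicates reach that level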;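 also: absorbance from insulin aggregation driven by PDI reduction with DTT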
# Target sequence (P07237 whole entry, looked up): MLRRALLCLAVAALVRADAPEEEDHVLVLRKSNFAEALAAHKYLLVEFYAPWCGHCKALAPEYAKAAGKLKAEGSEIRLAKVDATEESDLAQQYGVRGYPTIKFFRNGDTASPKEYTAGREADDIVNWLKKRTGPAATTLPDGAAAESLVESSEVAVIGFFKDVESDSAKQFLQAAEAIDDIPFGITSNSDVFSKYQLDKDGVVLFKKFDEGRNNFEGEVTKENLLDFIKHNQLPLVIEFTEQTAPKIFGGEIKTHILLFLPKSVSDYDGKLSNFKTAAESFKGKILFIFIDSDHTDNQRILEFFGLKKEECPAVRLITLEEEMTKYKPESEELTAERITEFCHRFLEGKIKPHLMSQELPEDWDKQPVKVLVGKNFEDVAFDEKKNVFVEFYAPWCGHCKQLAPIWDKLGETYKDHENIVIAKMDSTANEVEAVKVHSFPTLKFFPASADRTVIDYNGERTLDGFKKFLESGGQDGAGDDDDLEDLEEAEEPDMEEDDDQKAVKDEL
# NR2E3 ag-1 – NR2E3 agonists in two-hybrid cells, primary screen, cell-based, luminescence, CHO-S, Gal4-NCOR/VP16-NR2E3; AID 602229, 2012; Photoreceptor-specific nuclear receptor (Homo sapiens), Q9Y5X4; inhibition of corepressor binding, % at 3.98 µM; 0.35% of 360,000 active; luciferase;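 active = inhibition above the mean of all tested compounds plus 3 SD, cut at about 70% in these data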;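 also: 0% = DMSO with NR2E3 transfected cells and 100% = cells lacking NR2E3 construct; higher means lower luciferase signal from less NR2E3 corepressor binding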
# Target sequence (Q9Y5X4 whole entry, looked up, the tested form may be a part): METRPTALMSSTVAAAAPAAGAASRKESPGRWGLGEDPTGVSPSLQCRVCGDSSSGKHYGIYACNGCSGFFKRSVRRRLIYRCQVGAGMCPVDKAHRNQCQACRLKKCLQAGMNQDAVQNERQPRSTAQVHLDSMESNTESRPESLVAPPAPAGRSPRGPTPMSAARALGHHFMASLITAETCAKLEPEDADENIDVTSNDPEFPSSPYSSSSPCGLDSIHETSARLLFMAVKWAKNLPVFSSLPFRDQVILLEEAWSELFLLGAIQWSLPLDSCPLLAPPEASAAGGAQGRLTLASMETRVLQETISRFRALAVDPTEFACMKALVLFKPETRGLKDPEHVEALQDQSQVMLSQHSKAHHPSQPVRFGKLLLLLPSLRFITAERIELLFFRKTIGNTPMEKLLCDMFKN
# Peg3 prom inh – Peg3 promoter-driven luciferase inhibitors, primary screen, cell-based, HeLa, luciferase luminescence; HeLa PEG-Prom luciferase reporter, overnight; inhibition, % at 20 µM; 1.7% of 360,000 active;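 active = inhibition of at least 50% at 20 µM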
# NR2E3 ag-2 – inhibitors of NR2E3-RetCOR corepressor binding, primary screen, NR2E3 agonist project, biochemical, TR-FRET, GST-NR2E3, biotin-RetCOR | Photoreceptor-specific nuclear receptor (Homo sapiens), Q9Y5X4 | 1536-well | inhibition of corepressor binding, % at 4.78 µM | 0.12% of 320,000 active | AID 2300, 2010;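 active = percent inhibition above the cutoff of mean plus 3 SD of all tested compounds, set per screening campaign, cut at about 20% in these data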;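 also: 0% = DMSO wells and 100% = biotin wells as full block of FRET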
#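 Material – GST-tagged NR2E3 plus biotinylated RetCOR corepressor · Quantity – NR2E3 fusion 1.35 nM · Times – 5 h incubation at 4 °C · Medium – pH 7.5 Tris-based buffer · Technique – TR-FRET, Eu(K)-anti-GST donor, streptavidin-D2 acceptor, ex 340, em 617/671 nm · Benchmarks – high control biotin, low control 0.6% DMSO · Format – 1536-well plates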
# CF NFkB inh – inhibitors of PAF-induced NF-kB signaling, primary screen, cell-based, GFP fluorescence, uHTS; 0.86% of 360,000 active; AID 588850, 2011; KKLEB NF-kB-GFP reporter, GFP fluorescence overnight; inhibition, % at 5 µM;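 active = at least 50% inhibition at 5 µM, scaled per plate between neutral and stimulator controls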;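 also: PAF is a Pseudomonas aeruginosa culture filtrate used as stimulus; plate controls were PAF-stimulated DMSO wells for no effect and unstimulated DMSO wells for full effect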
# * marks the source's active call; other numbers are inactive results; x = not tested or not shown.
SMILES,KKLEB tox,HIF-2a block,Vif imaging,Shn3 inh set2,TRPM1 prom inh,CaV13 ICDI inh,PDI inh,NR2E3 ag-1,Peg3 prom inh,NR2E3 ag-2,CF NFkB inh
O=C(CSCc1ccccc1)Nc1ccc(F)c(F)c1,3,-188,1,-14,-62,-17,-4,-6,-190,1,-4
COc1ccc(C2(C(=O)NC3CCCCC3)CCOCC2)cc1OC,-8,14,-3,-7,-7,-2,-2,-15,5,0,-1
COC(=O)c1nc(N)sc1C(C)C,7,18,3,-19,-5,-6,0,22,12,-1,-31
CCn1c(CCNC(=O)c2ccc(F)cc2)nc2ccccc21,11,2,-6,7,-4,-5,x,15,-8,3,-22
Cc1c(NC(=O)c2ccc(N(C)S(C)(=O)=O)cc2)c(=O)n(-c2ccccc2)n1C,-33,9,6,7,12,-3,1,-4,-3,3,7
Cc1ccc(-c2noc(C3CCN(C(=O)Nc4ccc(C#N)cc4)CC3)n2)o1,4,-1,-17,19,8,-4,-13,-17,4,4,-15
COc1ccc(C(=O)NN(c2ccccc2)c2ccccc2)cc1,-2,16,5,5,-3,-6,7,5,5,6,8
Cc1ccc(C)c(CN2C(=O)C3CCCN3c3ccc(C#N)cc32)c1 (stereo not drawn),11,1,-3,26,3,-9,-5,-11,26,2,0
CCOC(=O)N1CCN(C(=O)c2noc(C(C)C)c2[N+](=O)[O-])CC1,-6,4,8,-8,11,-4,x,-11,14,1,10
CCOC(=O)Nc1c(O)ccc2oc(C)c(-c3ccccc3)c12,0,19,-15,5,8,-1,12,1,12,1,8
Nc1cc(C(=O)OCC(=O)NNC(=O)c2cccs2)ccc1Cl,16,-3,20,-6,1,-7,5,-11,-2,-1,-1
Cc1ccccc1Sc1ccc(N)cn1,-6,-3,-4,-5,x,-4,0,-11,2,3,0
COc1ccc(C(=O)/C=C/Nc2ccc([N+](=O)[O-])cc2C)c(OC)c1,1,-31,4,-16,-18,-11,-3,-17,-38,2,-14
OC(COC(c1ccccc1)c1ccccc1)CN1CCc2ccccc2C1 (stereo not drawn),-27,20,8,21,0,-25,14,5,15,3,-9
C=CCNc1nc(NCc2ccccc2)nc(OCC)n1,-13,19,-5,9,-4,-6,0,2,7,x,-6
Cc1ccc(-c2nnc(SCC(=O)N/N=C/c3cccs3)n2-c2ccc(C)cc2)cc1,-9,10,-2,-12,-4,-6,-6,-2,19,1,7
CCOC(=O)C1(Cc2ccc(OC)cc2)CCN(S(C)(=O)=O)CC1,-7,8,3,1,4,3,3,-31,9,-2,-1
Cc1cc(OC(=O)c2ccc(F)cc2)c([N+](=O)[O-])c(=O)[nH]1,-16,6,3,10,12,-3,2,-2,-1,2,-12
CC(=O)Nc1sc2c(c1C#N)CCCC2,-2,10,-2,12,-9,-4,0,-10,-17,-1,0
COc1ccc(-c2cccc3c2C2CC3CCN2C(=O)OCc2ccccc2)cc1 (stereo not drawn),6,-2,-9,4,-4,-5,15,-20,23,x,2

# Four structures out of the list, sorted by length of the SMILES, lowest first:
SMILES,KKLEB tox,HIF-2a block,Vif imaging,Shn3 inh set2,TRPM1 prom inh,CaV13 ICDI inh,PDI inh,NR2E3 ag-1,Peg3 prom inh,NR2E3 ag-2,CF NFkB inh
CCOC(=O)C1(Cc2ccc(OC)cc2)CCN(S(C)(=O)=O)CC1,-7,8,3,1,4,3,3,-31,9,-2,-1
Cc1cc(OC(=O)c2ccc(F)cc2)c([N+](=O)[O-])c(=O)[nH]1,-16,6,3,10,12,-3,2,-2,-1,2,-12
COc1ccc(C(=O)/C=C/Nc2ccc([N+](=O)[O-])cc2C)c(OC)c1,1,-31,4,-16,-18,-11,-3,-17,-38,2,-14
Cc1ccc(-c2nnc(SCC(=O)N/N=C/c3cccs3)n2-c2ccc(C)cc2)cc1,-9,10,-2,-12,-4,-6,-6,-2,19,1,7

# Following part.
SMILES,KKLEB tox,HIF-2a block,Vif imaging,Shn3 inh set2,TRPM1 prom inh,CaV13 ICDI inh,PDI inh,NR2E3 ag-1,Peg3 prom inh,NR2E3 ag-2,CF NFkB inh
O=C(COC(=O)c1ccc(NS(=O)(=O)c2cccs2)cc1O)Nc1nc2ccccc2s1,-5,-17,6,-17,5,-2,0,-19,-3,0,-3
Cc1[nH]n(C2=NCCS2)c(=O)c1N=Nc1cccc(C(F)(F)F)c1,0,-16,0,27,28,9,7,-32,37,1,-13
O=C(O)c1ccccc1NC(=O)c1ccccc1-c1ccccc1C(=O)O,-10,12,-5,-12,7,9,1,-7,4,4,12
COc1ccc(CCNc2nc(-c3ccc(F)cc3)c(CC(=O)O)s2)cc1OC,-3,6,-1,-15,8,-6,0,-10,3,-3,-7
CCC(Sc1nc(C)cc(=O)[nH]1)C(=O)Nc1nc2c(s1)CCCC2 (stereo not drawn),8,-4,0,-16,8,-6,6,-5,-16,0,5
COc1cc(OC)cc(C(=O)N[C@H](C(=O)NCc2ccc(F)cc2)C(C)C)c1,-11,19,-10,-4,1,-6,-5,28,16,4,9
CSc1nnc(C(C)c2ncc(C(F)(F)F)cc2Cl)n1C (stereo not drawn),7,2,-3,-4,4,-6,3,-1,20,4,18
CSc1nnc(-c2cccc(C)c2)n1N,1,7,x,-14,-10,1,-5,28,11,3,11
COc1cc(/C=N/NC(=O)C(Cc2c[nH]c3ccccc23)NC(=O)OCC(C)C)cc([N+](=O)[O-])c1O (stereo not drawn),14,14,5,2,8,-3,-12,0,6,4,-27
COc1ccc(C2=CC(=O)C[C@H](c3ccc4c(c3)OCO4)C2)cn1,9,-29,0,3,-10,-9,-13,-9,-18,4,6
Cc1ccccc1NC(=O)CSC(=O)c1ccccc1,-7,-2,6,-5,-16,-2,-5,-27,-7,x,2
C=CCn1c(C(C)NC(=O)COC)nc2ccccc21 (stereo not drawn),12,-6,x,-3,2,-1,x,-13,8,1,-19
Cc1c(Cl)cccc1N=C1SCCN1C(=O)CN1C(=O)NC2(CCCC2)C1=O,-31,-5,-18,-20,-5,-6,2,-9,15,2,53*
O=C(NCCC1CCCCN1S(=O)(=O)c1ccccc1)C(=O)NCCN1CCOCC1 (stereo not drawn),-18,10,-2,-14,-2,-6,-9,-15,-9,6,-6
O=C(NC1CCCCC1)C(c1ccccn1)N(C(=O)Cc1cccs1)c1ccc(Cl)cc1 (stereo not drawn),2,3,-8,35,17,-3,0,-9,21,-2,0
COc1nc(-c2ccc(Cl)cc2)nnc1C,6,-33,-1,-19,15,-21,5,-10,-19,1,-13
COc1ccc(-c2cc3nc(C)cc(N4CCN(C(=O)c5ccco5)CC4)n3n2)cc1,8,-1,0,8,x,-5,-16,-16,14,x,-16
CCCCCCCCNc1ccccc1S(=O)(=O)NCc1ccccc1,-3,11,x,-2,2,-4,5,24,30,x,28
O=C(O)c1[nH]c2ccccc2c1NS(=O)(=O)Cc1ccccc1,0,-58,-1,-32,14,-4,11,-20,3,1,-17
COCCCN(C(=O)Nc1ccccc1)C(C)c1ccncc1 (stereo not drawn),6,14,5,-15,6,-7,-5,-18,3,2,4
COC(=O)c1ccc(OC(=O)c2cccnc2SC)cc1,-2,-5,11,1,-5,-3,-3,-17,-10,4,0
Fc1ccc(C(c2nnnn2Cc2ccco2)N2CCN(C3CCCCC3)CC2)cc1 (stereo not drawn),-6,15,7,10,-9,x,-3,-12,0,-2,7
Cc1cc(NC(=O)CSc2nc(-c3ccccc3)nc3c2c(=O)n(C)c(=O)n3C)no1,12,14,2,-6,7,-8,x,-14,-15,0,-33
COc1ccc(N2CCN(C(=O)c3ccc(-c4ccccc4)cc3)CC2)cc1,-2,-3,-4,3,5,-5,-4,-10,17,0,10
CNC(=O)c1cccc(NC(=O)CCCNC(=O)c2ccc(Cl)cc2)c1,8,13,9,21,14,-3,16,3,12,-1,-9
O=C1NC(=O)C2C1C(c1ccc([N+](=O)[O-])cc1)=NN2Cc1ccccc1 (stereo not drawn),14,7,0,-13,3,-24,-4,-54,9,5,-26
CCC1NC(=O)c2cccnc2-n2c1nc1cc(OC)c(OC)cc1c2=O (stereo not drawn),-8,16,x,-3,x,-6,0,-20,7,x,1
CCC1CCCCN1C(=O)c1cc(COc2ccc(-n3cncn3)cc2)on1 (stereo not drawn),10,-18,x,73,1,-5,3,60,-9,1,-3
COc1ccc(NC(=O)N(O)C2(C#N)CCCCC2)cc1,-7,-165,-8,2,-31,-9,-1,-20,-77,x,3
CCOc1cc(/C=N/NC(=O)C(O)(c2ccccc2)c2ccccc2)ccc1OC(=O)c1ccco1,4,10,7,10,0,-4,6,-5,6,0,-4
Cc1ccccc1Cc1c(C)nc2c(C(=O)NCc3ccc4c(c3)OCO4)cnn2c1C,-17,12,10,1,5,-9,-1,-19,17,3,5
CCOCCCNC(=O)CN1C(=O)COc2ccc(S(=O)(=O)N3CCC(C)CC3)cc21,3,5,2,1,2,x,-2,12,-11,0,-9
Cc1cccn2cc(CCNS(=O)(=O)c3ccc([N+](=O)[O-])cc3)nc12,13,0,2,-25,x,-6,x,3,11,-2,-8
Cc1nc(N2CCN(c3ccccc3F)CC2)[nH]c(=O)c1C,3,14,-2,15,6,-3,-8,-27,19,x,2
O=C(CSc1nc2ncccc2[nH]1)Nc1ccc2c(c1)OCCO2,2,-78,-11,-9,-17,-2,-2,-55,-86,9,-4
CC1CCCCN1C(=O)CNCc1ccc(F)cc1 (stereo not drawn),-5,-81,0,-23,-42,-3,4,-38,-37,-1,0
COc1ccc(C(=O)N2CCCC2(C#N)c2ccccc2)cc1[N+](=O)[O-] (stereo not drawn),-12,5,-4,8,8,-3,18,-29,7,0,-3
COc1ccc(-c2ccc(C(=O)O)c(=O)[nH]2)cc1,4,-19,13,-6,-2,-3,-6,-24,-21,2,9
Cn1cnnc1SCC(=O)Nc1nc(-c2ccccc2)cs1,-2,-37,-3,23,-5,-6,5,-12,-31,1,-21
N/C(=N\OC(=O)C12CC3CC(CC(C3)C1)C2)c1ccncc1,-1,-22,-8,-11,x,-5,-4,-6,-9,2,-9
Cn1c(=O)c2c(nc(N3CCOCC3)n2Cc2c(F)cccc2Cl)n(C)c1=O,-8,6,1,-1,13,x,2,-8,7,0,13
O=C(Nc1ccc(F)c(F)c1)C1CCN(S(=O)(=O)c2cccc3nonc23)CC1,1,6,-1,37,3,-4,-2,36,15,-1,9
